Bioassay records deposited in PubChem by several laboratories.
S1P2 ag – S1P2 receptor agonists, primary screen, cell-based | S1P2-expressing cell line, agonist reporter read-out | activation, % at 4.5 µM | 0.46% of 97,000 active; in the data active = activation above about 16%;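 note: 0% = vehicle low control and 100% = maximal reference agonist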
Target sequence (O95136 whole entry, looked up): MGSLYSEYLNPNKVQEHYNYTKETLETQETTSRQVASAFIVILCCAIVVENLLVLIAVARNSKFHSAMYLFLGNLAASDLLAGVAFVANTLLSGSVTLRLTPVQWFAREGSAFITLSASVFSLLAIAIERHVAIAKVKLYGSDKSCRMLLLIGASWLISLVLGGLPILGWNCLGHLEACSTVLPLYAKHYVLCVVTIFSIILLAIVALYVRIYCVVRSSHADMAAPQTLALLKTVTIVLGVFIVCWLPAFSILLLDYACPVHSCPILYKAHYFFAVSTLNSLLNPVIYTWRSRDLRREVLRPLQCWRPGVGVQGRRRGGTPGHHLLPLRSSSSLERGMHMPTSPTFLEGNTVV
PostGolgi ctrl – growth inhibition of yeast control strain, primary screen, counter-screen for post-Golgi transport modulator project | efflux-deficient yeast background strain, growth absorbance A615, 16 h | inhibition, % at 10 µM | 5% of 98,000 active | AID 738, 2007
PostGolgi yeast – phenotypic screen on post-Golgi transport, primary screen. post-Golgi transport phenotypic cell assay. inhibition, % at 10 µM. 0.9% of 98,000 active. AID 739, 2007;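 note: yeast cells grown in 1536-well plates; yeast grown about 18 h at 30C before absorbance read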
E coli WT exp – growth inhibitors of wild-type E. coli, primary screen, strain BW25113, expanded library, OD600; 0.15% of 98,000 active; OD600 absorbance; growth inhibition, % at 100 µM;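 active = growth inhibition above about 50% at one test dose, limit read from the data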;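 note: growth measured after 20 h incubation at 37 °C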
Mac1 fbg inh – inhibitors of CD11b/CD18 adhesion to fibrinogen, primary screen, K562 cells, luminescence; 0.54% of 93,000 active; Integrin beta-2 (Homo sapiens) + Integrin alpha-M (Homo sapiens), P05107+P11215; inhibition, % at 10 µM; ATPlite luminescence; Mn2+ added to activate the integrin; AID 1497, 2009;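 active = primary inhibition of 50% or more at 10 µM, then 40% or more on retest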; note: some results filed as inactive read as strong as hits
Target sequence (P05107 whole entry, looked up, other chains not shown): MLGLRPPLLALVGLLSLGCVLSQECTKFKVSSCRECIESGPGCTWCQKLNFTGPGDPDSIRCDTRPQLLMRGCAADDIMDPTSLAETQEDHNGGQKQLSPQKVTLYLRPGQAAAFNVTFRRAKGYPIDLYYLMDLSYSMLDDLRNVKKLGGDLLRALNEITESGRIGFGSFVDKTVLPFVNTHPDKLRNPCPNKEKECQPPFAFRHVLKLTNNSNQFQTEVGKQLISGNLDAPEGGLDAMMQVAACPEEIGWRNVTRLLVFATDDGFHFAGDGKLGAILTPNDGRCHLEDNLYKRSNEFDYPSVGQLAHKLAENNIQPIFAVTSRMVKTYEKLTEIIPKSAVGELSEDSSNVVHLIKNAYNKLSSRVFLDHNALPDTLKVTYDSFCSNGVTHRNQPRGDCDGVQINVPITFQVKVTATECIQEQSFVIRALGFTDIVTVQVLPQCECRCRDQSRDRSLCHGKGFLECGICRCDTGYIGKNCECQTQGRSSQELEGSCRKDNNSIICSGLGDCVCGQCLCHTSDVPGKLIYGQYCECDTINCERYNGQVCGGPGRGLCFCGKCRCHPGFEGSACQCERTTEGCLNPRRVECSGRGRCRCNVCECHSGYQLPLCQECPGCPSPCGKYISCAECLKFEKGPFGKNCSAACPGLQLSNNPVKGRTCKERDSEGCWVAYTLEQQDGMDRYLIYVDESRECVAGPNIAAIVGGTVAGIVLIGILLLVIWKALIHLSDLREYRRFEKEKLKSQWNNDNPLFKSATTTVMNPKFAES
sEH activator – soluble epoxide hydrolase activators, primary screen, biochemical, human sEH. Bifunctional epoxide hydrolase 2 (Homo sapiens), P34913. purified human sEH enzymatic activity, activator screen. activation, % at 2 µM. 0.04% of 91,000 active. AID 717, 2007; in the data active = activation above about 37%; note: values of inactives mirror those of a sister screen read the other way
sEH inh – soluble epoxide hydrolase inhibitors, primary screen, biochemical, human sEH | AID 707, 2007 | inhibition, % at 2 µM | recombinant human sEH enzymatic activity assay | Bifunctional epoxide hydrolase 2 (Homo sapiens), P34913 | 0.34% of 91,000 active; in the data active = inhibition above about 80%; note: values of inactives mirror those of a sister screen read the other way; many of its hits are not listed in these tables
PLAP activator – PLAP enzyme activators, biochemical, luminescence, HTS; Alkaline phosphatase, placental type (Homo sapiens), P05187; purified PLAP enzyme, luminescent substrate read-out; stronger effect = higher value; activation fold at 20 µM; 1.2% of 96,000 active; AID 696, 2007; in the data active = activation fold above about 2
S1P2 antag – human S1P2 receptor antagonists, primary screen, cell-based; inhibition, % at 5 µM; AID 736, 2007; Sphingosine 1-phosphate receptor 2 (Homo sapiens), O95136; cell-based S1P2 antagonist assay, inhibition at 5 uM; 0.21% of 97,000 active; in the data active = inhibition above about 45%;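 note: CRE beta-lactamase reporter cells expressing human S1P2 stimulated with S1P; 0% = agonist at EC80 alone and 100% = agonist plus reference antagonist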
* = called active by the depositor; x = not tested or not shown. Cut-off read from the data, not from the text of the source, unless noted: active = inhibition above about 30%; inactive = the rest.

SMILES	S1P2 ag	PostGolgi ctrl	PostGolgi yeast	E coli WT exp	Mac1 fbg inh	sEH activator	sEH inh	PLAP activator	S1P2 antag
O=C(c1ccco1)N1CCN=C1SCc1cccc(Cl)c1	-1.3	-4.2	1.8	-3.0	-6.7	-0.3	-1.2	0.8	-0.1
Cc1ccc(N2C(=O)N(CC(=O)NCc3ccc(Cl)cc3)C(=O)C2C)cc1 (stereo not drawn)	-3.2	17.1	4.9	4.0	x	x	x	1	25.3
C=CCSc1nc(C)cc(/C=C\c2ccccc2)c1C#N	-0.1	9.6	14.6	-14.0	x	-8.6	10.7	1	2.3
O=C(CSc1nc2ccccc2[nH]1)Nc1ccccc1N1CCOCC1	-1.9	-1.6	-1.9	0.0	-19.8	-5.1	3.2	1.8	9.1
CCN(CC)C(=O)c1c2c(nc3ccccc13)-c1ccccc1CC2	-0.6	27.4	-3.4	5.0	4.5	0.0	-3.0	1.2	-13.8
CCOc1ccc(N=Nc2c(=O)[nH]n3c(=O)cc(C)[nH]c23)cc1	-1.7	-5.5	-0.2	-5.0	x	-3.1	3.3	1.5	9.5
COC(=O)c1[nH]c2ccc(C)cc2c1NC(=O)C1=COCCO1	-4.8	9.7	-8.8	-8.0	2.2	-6.5	6.1	1.5	-9.5
COc1ccc(NC(=O)Cn2cc(C(=O)c3ccco3)c3ccccc32)cc1	-9.6	17.3	6.2	9.0	-1.7	-3.4	6.8	1	19.1
O=C(NC1CCC(O)CC1)c1ccc(S(=O)(=O)NCc2ccco2)cc1 (stereo not drawn)	-1.9	21.8	-0.7	1.0	4.7	-64.8	65.3	1.1	-34.7
Cc1nnc2n(C3CCCCC3)c(=O)c3c4c(sc3n12)COC(C)(C)C4	-2.6	8.6	3.8	0.0	-15.3	5.4	-3.7	1.2	2.7
Cc1ccc(NC(=O)CCn2cccc2)cc1Cl	-3.7	15.9	-1.5	11.0	-4.8	-13.5	12.4	1	-14.1
ON=Cc1cccn1-c1ccccc1	-4.1	-1.4	30.5*	11.0	-7.5	-6.5	7.6	1	14.3
CN(C)c1ccc(N=Cc2ccco2)cc1	-7.9	1.9	-1.1	-5.0	-3.5	8.2	-6.6	1.2	20.5
COc1ccc(/C(O)=C2/C(=O)C(=O)N(CC3CCCO3)C2c2cccc(O)c2)cc1 (stereo not drawn)	-5.2	5.5	-5.0	1.0	x	-0.7	0.8	0.9	-6.8
Cc1cc(=O)oc(C)c1C(=O)NCc1ccc(F)cc1	-11.9	-2.8	-5.4	0.0	-24.8	9.3	-7.7	1.3	23.1
COc1ccc(CN(C(=O)CN2C(=O)COc3ccccc32)C2CCCC2)c(OC)c1	-7.7	26.4	-3.5	-5.0	-16.3	1.6	-1.4	1.5	1.4
CCCn1nc(Oc2nc(NCC)nc(NC(C)C)n2)ccc1=O	-7.2	4.3	-10.0	2.0	5.6	0.2	3.2	1.1	10.7
COc1ccc(-c2csc(NC(=O)c3cccc(S(=O)(=O)N4CCN(C)CC4)c3)n2)cc1	-6.2	6.6	17.4	-9.0	11.8	-1.7	0.2	1	18.6
CCc1nc2c(nnn2Cc2ccc(F)cc2)c(=O)[nH]1	1.3	7.0	-2.8	-10.0	-11.0	-11.9	10.3	1.3	-3.0
COc1ccc(CCNC(=O)c2nonc2N)cc1	1.5	x	x	x	x	0.0	2.3	x	-0.8
O=C(Cn1c(C(=O)N2CCc3ccccc3C2)cc2sccc21)c1ccccc1	-9.2	27.5	-1.8	-20.0	-5.5	-0.8	-0.2	1.1	23.2
Oc1cc2ccccc2cc1-c1n[nH]c(=S)o1	-7.6	8.2	11.2	28.0	27.5	0.9	-0.2	1.4	7.4
CCN(CC)CC(=O)Nc1ccc(C)cc1Br	0.7	0.6	-2.1	14.0	8.5	1.3	2.3	1.4	-2.4
Cc1ccc(Cc2nc(-c3ccccn3)no2)cc1	-0.7	14.9	-9.5	14.0	x	-8.9	8.8	0.9	-10.6
CSc1cc(C)nc(NC(C)=O)n1	-5.8	0.6	-4.7	3.0	x	3.5	-2.8	1	4.5
N#Cc1nc(-c2ccco2)oc1N1CCCC1	-0.3	3.9	-9.1	2.0	-7.6	0.7	2.6	0.9	-11.3
COCCNC(=O)CN(c1cc(Cl)ccc1OC)S(C)(=O)=O	-6.7	2.5	-16.8	0.0	-18.1	-7.3	7.0	1	6.8
Cc1c(NC(=O)Nc2ccc3c(c2)OCO3)c(=O)n(-c2ccccc2)n1C	-6.9	-2.3	2.7	0.0	-15.6	3.1	-5.0	0.9	6.5
O=C(Nc1ccon1)c1ccccc1Cl	-3.8	4.3	6.2	8.0	15.9	10.6	-9.1	1.1	7.2
NC(=O)c1ccsc1NC(=O)COC(=O)c1ccccc1NCc1ccco1	-1.4	9.6	6.1	-13.0	2.7	17.3	-18.2	1	-21.4
CC(Oc1ccccc1)c1ccnn1S(=O)(=O)c1ccccc1 (stereo not drawn)	-3.1	15.6	4.4	7.0	-21.6	3.3	-3.7	0.9	6.9
COC(=O)CN(c1ccc2c(c1)OCCO2)S(=O)(=O)c1ccccc1	-4.5	6.0	0.6	3.0	-3.2	-8.5	5.3	1	-10.8
c1ccc(-c2n[nH]c3ccccc23)cc1	x	7.8	15.9	13.0	15.9	x	x	1.1	x
O=C(c1ccccc1)c1cccc(NC(=O)c2ccco2)c1	-7.2	37.6*	-4.4	2.0	5.7	-3.9	3.4	0.6	7.2
Cc1ccccc1CSCCNC(=O)CSCc1ccc([N+](=O)[O-])cc1	-2.6	22.7	-5.3	-8.0	7.4	-13.8	13.1	0.9	9.8
COc1ccc(NC(=O)CN2CCN(CC(=O)Nc3cc(OC)cc(OC)c3)CC2)cc1	x	0.6	-0.1	6.0	-21.0	x	x	1.6	x
CCNc1ccccc(C(=O)/C=C/c2ccc3c(c2)OCO3)c1=O	-0.4	0.1	4.2	6.0	1.8	3.9	-4.2	1.2	4.5
CCCc1cc(=O)oc2cc3occ(C)c3cc12	-5.2	9.9	-2.6	-5.0	-20.2	7.0	-9.1	1	-19.4
COc1cccc2c(=O)n(CC(=O)Nc3ccccc3)ccc12	-5.1	-3.7	2.7	-6.0	9.5	7.4	-8.5	1	4.4
CCOC(=O)c1cc2cc3ccccc3cc2[nH]1	14.6	x	x	x	x	2.8	-0.3	x	14.7
CC(C(=O)Nc1nccs1)N1C(=O)C2CC=CCC2C1=O (stereo not drawn)	-3.4	0.1	2.4	4.0	-12.5	-4.5	3.3	0.8	-8.3
CCOc1ccc(N2C(=O)c3ccccc3C2=O)cc1	-8.5	-2.2	-1.4	-4.0	-3.9	-9.1	6.9	1	-5.0
CC(=O)N(CCN(C(C)=O)c1ccccc1)c1ccccc1	-6.6	-3.2	-4.2	4.0	6.4	9.9	-10.7	1.2	17.7
Cc1ccccc1NS(=O)(=O)c1ccc(C)c(C(N)=O)c1	-2.3	11.1	-3.3	-5.0	-11.5	-15.3	16.4	0.8	-4.1
COc1ccc(N(CC(=O)N/N=C/c2ccc(-c3ccc([N+](=O)[O-])cc3)o2)S(=O)(=O)c2ccc(C)cc2)cc1Cl	-11.3	11.1	-3.4	-15.0	-14.8	7.9	-5.6	1	50.4*

The final 2 entries of the part before are carried over, then new ones follow.
SMILES	S1P2 ag	PostGolgi ctrl	PostGolgi yeast	E coli WT exp	Mac1 fbg inh	sEH activator	sEH inh	PLAP activator	S1P2 antag
Cc1ccccc1NS(=O)(=O)c1ccc(C)c(C(N)=O)c1	-2.3	11.1	-3.3	-5.0	-11.5	-15.3	16.4	0.8	-4.1
COc1ccc(N(CC(=O)N/N=C/c2ccc(-c3ccc([N+](=O)[O-])cc3)o2)S(=O)(=O)c2ccc(C)cc2)cc1Cl	-11.3	11.1	-3.4	-15.0	-14.8	7.9	-5.6	1	50.4*
O=[N+]([O-])c1ccc(-c2nnc(CSc3nc(-c4ccccc4)nc4ccc(F)cc34)o2)cc1	-0.5	x	x	x	x	4.9	0.2	x	-1.5
CCCc1[nH]nc2c1C(c1ccccc1OCC)C(C#N)=C(N)O2 (stereo not drawn)	-4.2	25.8	15.9	-1.0	-4.2	-6.6	4.6	1.6	2.7
COc1ccc(N2CCN(C(=O)CCCn3c(=S)[nH]c4cc5c(cc4c3=O)OCO5)CC2)cc1	-4.6	-0.1	0.2	-8.0	-5.7	x	x	0.9	13.4
O=C(Cn1cnc([N+](=O)[O-])n1)N/N=C/c1ccccc1O	-4.8	17.9	-6.2	16.0	x	12.1	-8.9	1.8	24.0
COc1cc(O)oc1C=Nc1ccc(Cl)cc1Cl	0.3	-1.7	11.3	0.0	x	7.3	-7.7	1.1	-2.0
O=C(NNC(=O)c1ccc(SCC2CCCO2)c([N+](=O)[O-])c1)c1ccc(Cl)c([N+](=O)[O-])c1 (stereo not drawn)	0.4	-3.8	9.9	-1.0	0.9	-5.1	5.3	2.4*	16.5
CCN(CC)S(=O)(=O)c1cccc(-c2nnc(SCC(=O)c3ccc(Cl)s3)n2C)c1	-6.2	5.3	-2.3	-26.0	-13.1	-3.5	1.6	1.5	3.1
Cc1ccc(NC(=O)NCc2ccc3c(c2)OCO3)cc1	-3.3	13.5	-4.7	5.0	-2.0	-56.9	56.7	0.8	-3.4
CCc1ccc(OCC(=O)Nc2ncc3c(n2)CC(C)(C)CC3=O)cc1	-0.3	4.0	19.4	2.0	-15.4	-10.3	9.9	0.8	3.4
COc1cc(-c2n[nH]c(=O)o2)cc(OC)c1OC	-6.0	0.7	6.1	7.0	x	21.1	-21.0	x	-32.0
Cc1cccc(C)c1N(CC(=O)N1CCN(C)CC1)S(C)(=O)=O	-7.3	-3.0	4.6	4.0	12.7	10.2	-11.0	1.1	9.2
O=C1COc2ccc(C(=O)CSc3nnc(Cc4cccs4)n3-c3ccc(Cl)cc3)cc2N1	-9.8	5.5	12.3	-12.0	x	x	x	1.2	7.9
Cc1sc(NC(=O)C2CCCCC2C(=O)O)c(C(N)=O)c1-c1ccc(C(C)(C)C)cc1 (stereo not drawn)	-5.9	30.5*	7.9	0.0	x	6.8	-6.7	1.3	5.2
O=C1OC(NC(=O)c2ccccc2)C(N2CCOCC2)=C1Cl (stereo not drawn)	-3.1	3.8	3.4	5.0	-8.1	3.6	-4.4	1	-0.7
Cc1cccc(NC(=O)N(Cc2cc3cc(C)cc(C)c3[nH]c2=O)CC2COCCO2)c1 (stereo not drawn)	-7.5	3.5	11.7	-1.0	-0.5	20.5	-23.3	1.7	-20.1

Single records (already shown). Values in the order: S1P2 ag, PostGolgi ctrl, PostGolgi yeast, E coli WT exp, Mac1 fbg inh, sEH activator, sEH inh, PLAP activator, S1P2 antag
Entry for O=[N+]([O-])c1ccc(-c2nnc(CSc3nc(-c4ccccc4)nc4ccc(F)cc34)o2)cc1 = -0.5, x, x, x, x, 4.9, 0.2, x, -1.5
Entry for COc1cc(O)oc1C=Nc1ccc(Cl)cc1Cl = 0.3, -1.7, 11.3, 0.0, x, 7.3, -7.7, 1.1, -2.0
Entry for O=C1COc2ccc(C(=O)CSc3nnc(Cc4cccs4)n3-c3ccc(Cl)cc3)cc2N1 = -9.8, 5.5, 12.3, -12.0, x, x, x, 1.2, 7.9

Continuation:
SMILES	S1P2 ag	PostGolgi ctrl	PostGolgi yeast	E coli WT exp	Mac1 fbg inh	sEH activator	sEH inh	PLAP activator	S1P2 antag
COCCn1ccc(O)c(Cc2ccccc2)c1=O	0.7	7.1	6.6	-6.0	-32.5	17.0	-19.4	0.9	-12.1
Cc1ccc(S(=O)(=O)N(CC(=O)N2CCc3ccccc3C2)c2cccc(Cl)c2)cc1	-5.4	53.7*	5.9	-20.0	x	-7.8	5.5	x	-3.3
O=C(O)CC(c1ccc(Cl)cc1)n1cccc1 (stereo not drawn)	-9.7	-3.7	-7.0	5.0	x	3.8	-5.3	1.1	-2.4
O=C(O)c1ccc(CN2C(=O)CSC2=S)cc1	-4.0	13.9	0.6	-6.0	-1.8	17.9	-14.4	1.1	22.9
COc1ccc(-n2ccnc2SCC(=O)NCc2ccc3c(c2)OCO3)cc1	-4.5	-3.9	-2.6	5.0	44.5	1.8	0.6	1	-17.9
COc1ccccc1NC(=O)CCC(=O)O	-1.4	5.4	-3.3	3.0	2.1	-5.7	8.5	1.1	3.0
CCCc1ccc(Oc2cc(N3CCOCC3)nc(-c3ccccc3)n2)cc1	-6.7	x	x	x	x	-11.6	14.0	x	9.6
